From PubChem
PLK1 PBD block: PLK1 (human) polo-box domain binding inhibition. Plk1 PBD binding of FITC phosphopeptide, fluorescence polarization. Potency, µM, without a hit: max response, negative = inhibition, hits mostly inhibitors. 360,000 tested, 2.8% active. AID 720504; note: potency is the fitted concentration of half-maximal effect; series mostly up to about 57 µM; % is set by controls: 0 for no effect and ±100 for the full control effect; nearly all actives have a fitted effect of over 65% in size
Target sequence (P53350 whole entry, looked up, the tested form may be a part): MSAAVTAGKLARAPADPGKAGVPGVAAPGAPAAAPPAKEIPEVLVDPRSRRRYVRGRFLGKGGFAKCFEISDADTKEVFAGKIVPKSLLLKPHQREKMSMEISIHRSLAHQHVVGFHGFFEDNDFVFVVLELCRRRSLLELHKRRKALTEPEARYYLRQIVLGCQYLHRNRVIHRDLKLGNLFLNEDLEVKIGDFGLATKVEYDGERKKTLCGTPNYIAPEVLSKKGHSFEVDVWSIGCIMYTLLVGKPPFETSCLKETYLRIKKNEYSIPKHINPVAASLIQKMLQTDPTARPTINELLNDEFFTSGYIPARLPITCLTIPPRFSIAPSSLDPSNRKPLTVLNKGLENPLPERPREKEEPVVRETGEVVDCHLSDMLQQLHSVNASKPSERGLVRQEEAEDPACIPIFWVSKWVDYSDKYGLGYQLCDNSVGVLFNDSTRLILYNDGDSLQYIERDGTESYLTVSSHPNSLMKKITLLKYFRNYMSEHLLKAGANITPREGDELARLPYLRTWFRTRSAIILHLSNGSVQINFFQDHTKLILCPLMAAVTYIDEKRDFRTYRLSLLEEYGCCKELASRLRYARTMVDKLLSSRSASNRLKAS
WRN helicase inh: blocks human WRN helicase. AID 651768. WRN helicase unwinding, fluorescent forked duplex, kinetic. 360,000 tested, 0.46% active. Q14191. Potency, µM (top dose mostly 114 µM), for the others: at the top dose activity change, negative = inhibition, hits mostly inhibitors; note: potency is the fitted concentration of half-maximal effect; % is set by controls: 0 for no effect and ±100 for the full control effect; nearly all actives have a fitted effect of over 55% in size
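Kinetic red-fluorescence monitoring (525/598 nm) tracks WRN helicase activity after 100 nM fluorophore-quencher forked duplex and 2 mM ATP are added to 20 nM enzyme pretreated 15 min at room temperature with compound.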
EPAC1 antagonist: blocks human EPAC1 exchange factor; EPAC1 GEF assay, Rap1b-BODIPY-GDP exchange fluorescence; Potency, µM (series often up to 115 µM), without a hit: at the highest dose activity change, negative = inhibition, hits mostly inhibitors; 360,000 tested, 0.14% active; AID 720709;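 note: potency is the fitted concentration of half-maximal effect; plate controls were vehicle for no effect and positive control for full effect; nearly all actives have a fitted effect of over 50% in size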
PI5P4Ka inh: inhibitors of human PI5P4K alpha. max response, %. P48426. PI5P4Kalpha enzyme, ADP-Glo luminescence, 60 min; active compounds read low. 330,000 tested, 1.2% active; active = max response of -50% or lower; inconclusive = between -30% and -50%; inactive = -30% or higher; note: value at the top dose of about 77 µM; % is set by controls: 0 for no effect and ±100 for the full control effect
Target sequence (P48426 whole entry, looked up): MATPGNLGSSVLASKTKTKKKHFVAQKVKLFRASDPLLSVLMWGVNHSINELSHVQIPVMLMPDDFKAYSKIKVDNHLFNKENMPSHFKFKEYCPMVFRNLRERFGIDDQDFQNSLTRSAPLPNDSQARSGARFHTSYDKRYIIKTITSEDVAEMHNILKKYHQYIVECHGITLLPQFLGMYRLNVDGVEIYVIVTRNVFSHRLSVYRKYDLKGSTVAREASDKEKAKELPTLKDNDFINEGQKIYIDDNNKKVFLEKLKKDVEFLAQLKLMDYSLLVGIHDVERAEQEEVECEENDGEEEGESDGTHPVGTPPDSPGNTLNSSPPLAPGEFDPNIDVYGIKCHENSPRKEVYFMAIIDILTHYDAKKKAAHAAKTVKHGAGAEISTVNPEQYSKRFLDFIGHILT
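Controls without substrate or without enzyme flank wells where PI5P4Kalpha converts substrate using 5 microM ATP (final). Incubation lasts 60 minutes at room temperature; ADP formed is read by ADP-Glo luminescence.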
aSyn yeast inh: rescues yeast growth from alpha-synuclein toxicity. Potency, µM (top dose mostly 46.1 µM), for the others: at the top dose growth rescue (activation), actives largely listed as activators. Yeast expressing alpha-synuclein, growth rescue, BacTiter-Glo, 24 h. 370,000 tested, 0.14% active; note: potency is the fitted concentration of half-maximal effect; % of control where 0% means no effect; nearly all actives have a fitted effect of over 65% in size
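Readout is rescue of growth in alpha-synuclein-expressing yeast, so inhibitors of toxicity appear as activators. Growth after 24 hr at 30 deg C in galactose medium is quantified by luminescence.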
Abeta yeast res: restores growth of yeast expressing A-beta42 peptide | yeast expressing A-beta42, growth rescue, OD600, 48 h; response scale: 0% DMSO, 100% iron-clioquinol control | Potency, µM (doses to about 46.1 µM), without a hit: at the top dose growth rescue, most hits filed as activators | 410,000 tested, 0.063% active | AID 1347071; note: potency is the fitted concentration of half-maximal effect; nearly all actives have a fitted effect of over 55% in size
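Yeast growth medium received pinned compounds, then yeast cells expressing toxic A-beta were added; plates incubated at 30 C for 48 hr. Growth read as absorbance at 600 nm, normalized to DMSO and equimolar FeCl3 plus clioquinol controls.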
IL2 activator: IL-2 activation; IL-2 activation reporter assay, cell-based qHTS; stimulated with anti-CD3/CD4/CD28 beads; in transgenic mouse T cells; activation, % (series mostly up to about 46 µM); 360,000 tested, 0.065% active; AID 652025; in the data active = activation above about 50%; inconclusive = mostly about 30% to 49%; note: 0% is about no effect
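Readout: EGFP and DsRed signals by fluorescent plate cytometry. Unstimulated transgenic mouse T cells received compound 60 min before antibody-bead stimulation, then incubated 18 h at 37 degrees C.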
FUS yeast rescue: FUS proteinopathy suppression in yeast; 390,000 tested, 0.24% active; Potency, µM (top dose mostly 76.6 µM), for inactives: at the top dose growth rescue (activation), most hits filed as activators; S. cerevisiae FUS-expressing, growth rescue, OD600, 24 h; AID 1347120;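 note: potency is the fitted concentration of half-maximal effect; plate controls were DMSO vehicle for no effect and reference control for full effect; nearly all actives have a fitted effect of over 55% in size; some results filed as inactive show a strong effect at the top dose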
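Galactose (2%) drives FUS expression in yeast precultured in raffinose; seeding density OD 0.005. Test compounds incubated 24hr at 30C and 99% humidity before absorbance at 600 nm was measured.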
EPAC1 agonist: agonists of human EPAC1. O95398. EPAC1 agonist qHTS, biochemical assay; response scale: 100% = response to 6.5 mM cAMP. Potency, µM (highest dose often 154 µM), for inactives: top-dose activation, usual class: activators. 360,000 tested, 0.073% active. AID 720707; note: potency is the fitted concentration of half-maximal effect; nearly all actives have a fitted effect of over 60% in size
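Fluorescent GDP-exchange assay: 100 nM EPAC1 with 250 nM Rap1B preloaded with BODIPY-GDP and 50 uM GDP; compounds tested as concentration series, 5 min at room temperature, then read every 5 min for 30 min (ex 480/em 540 nm); normalized to 6.5 mM cAMP.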
Numbers without * were called inactive; ? = inconclusive; . = no result given; & = joins results of further samples; [ ] = another dose, or the depositor's remark. Unless noted, calls come from the whole dose curve; as a rule, active = well fitted curve in the direction sought with a large enough effect; inconclusive = small, poorly fitted or top-dose-only effect, or another doubt; inactive = no such curve, though single readings can be large; an effect the other way counts as inactive or inconclusive.

Screens in order – PLK1 PBD block	WRN helicase inh	EPAC1 antagonist	PI5P4Ka inh	aSyn yeast inh	Abeta yeast res	IL2 activator	FUS yeast rescue	EPAC1 agonist
O=C1CCN(C(=O)Nc2cccc(Cl)c2)N1
→ -10%	-14%	3%	-1	-12%	-17%	-2.5	12%	1%
CCCOc1ccc(N2C(=O)CC(SC(=N)N3N=C(c4ccccc4)CC3c3ccccc3)C2=O)cc1 (stereo not given)
→ 7%	6%	-1%	-4	4%	16%	1.0	-15%	7%
O=S(=O)(NCc1nc(-c2ccccc2)no1)c1ccc(F)cc1
→ 4%	4%	-24%	-3	9%	-13%	-1.5	-15%	-3%
CC(=O)Nc1cccc(C(=O)OC(C)C(=O)NCc2ccc3c(c2)OCO3)c1 (stereo not given)
→ -3%	-5%	-14%	4	-3%	14%	-0.6	4%	5%
CCn1ccnc1C(O)c1cccc(OC)c1OC (stereo not given)
→ 6%	2%	-17%	0	-4%	-15%	-3.2	-25%	-4%
CCN(CC(=O)Nc1ccccc1C(F)(F)F)C(=O)CCS(=O)(=O)c1ccc(Cl)cc1
→ ?	-1%	14%	3	11%	26%	-5.1	1%	-5%
Cc1c(C)c2ccc(OCC(=O)N3CCOCC3)c(C)c2oc1=O
→ 8%	-2%[57.1 µM]	-24%	4	-1%	3%	-0.8	12%	4%
Cc1c(C(=O)O)c2cc(O)ccc2n1-c1ccccc1
→ -5%	3%	-7%	.	13%	-3%	-0.5	31%	2%
COc1ccc(N2CCN(C3CC(=O)N(C)C3=O)CC2)cc1 (stereo not given)
→ -2%	-4%	11%	11	5%	-4%	0.1	1%	4%
O=C1Cc2cc(S(=O)(=O)N3CCN(c4ccc(O)cc4)CC3)ccc2N1
→ .	.	-2%	.	.	-20%	-0.7	38%	0%
CC[n+]1c(/C=C/N(C)c2ccccc2)oc2ccc(F)cc21
→ ?	-14%	10%	-16	-4%	3%	-4.2	32%	6%
CC1(C)CC(=O)C(C(=O)/C=C/c2ccco2)C(=O)C1
→ 9.5µM*	-1%	-6%	?	19%	-76%[inhibitor]	-1.0	2%	0%
COc1ccc(C/C(C)=N/NC(=O)C2COc3ccccc3O2)cc1 (stereo not given)
→ -4%	-6%	7%	5	-5%	-14%	1.8	0%	5%
CC[C@]12c3[nH]c4ccc(Cl)cc4c3CCN1C(=O)[C@@H](CC(=O)NCC13CC4CC(CC(C4)C1)C3)C[C@@H]2C(=O)N1CCN(C(=O)C2CC2)CC1
→ -18%	-6%	-22%	-5	0%	6%	-0.9	?	-7%
COc1cc(F)ccc1CN1CCC(C(=O)Nc2ccc(Oc3ccccc3)nc2)CC1
→ -15%	-5%	-20%	-1	-2%	-15%	-1.5	-2%	-6%
Cc1ccc([C@@H]2C[C@H]3[C@@H](CN2S(=O)(=O)c2ccc(C)cc2)C(=O)C[C@@H](c2ccc(Cl)cc2)N3S(=O)(=O)c2ccc(C)cc2)cc1
→ -17%	1%	1%	3	0%	-6%	-3.3	4%	-14%
CCCCNC(=S)N(C)/N=C/c1c(F)cccc1F
→ 0%	-6%	-22%	4	-14%	1%	0.7	.	-12%
O=C(c1cc(C2CC2)nn1-c1ccccc1)N1CCN(Cc2ccc(Cl)cc2)CC1
→ -14%	-8%	-9%	7	14%	18%	-0.4	11%	25%
CN(C)CCNc1c2c(c(C#N)c3nc4ccccc4n13)CCCC2
→ -12%	-5%	10%	9	2%	-32%	-1.3	?	-5%
C/C(=N\Nc1ccc(Cl)c(C(=O)O)c1)c1ccc(Br)s1
→ 24µM*	?	-23%	-15	-14%	-25%	0.3	14%	0%
Cc1ccc(C(=O)Nc2scc(-c3ccccc3)c2C(=O)O)o1
→ -14%	-26%	-17%	-5	0%	-28%	0.0	24%	8%
O=C(Cc1ccc(Br)cc1)Nc1ccc2[nH]ncc2c1
→ -11%	-35%	0%	-12	-4%	-1%	1.4	22%	2%
CC(=O)Nc1ccc(S(=O)(=O)N(C)c2ccc(O)cc2)cc1
→ 0%	-3%	7%	-2	7%	-2%	0.2	15%	-1%
COCCC(=O)N1CCC(Oc2ccc(C(=O)NC3CCOC(C)(C)C3)cc2)CC1 (stereo not given)
→ -15%	-4%	-9%	0	0%	-16%	-1.8	-22%	-2%
NC(=O)NC(=O)C(c1ccccc1)N1CCN(S(=O)(=O)Cc2ccccc2)CC1 (stereo not given)
→ -15%	-20%	-1%	-7	-1%	4%	-5.0	.	7%
Cn1c(CCNC(=O)C(C)(C)C)nc2ccccc21
→ -6%	1%	2%	3	-5%	12%	-0.3	1%	2%
C[C@H](CO)N1C[C@H](C)[C@@H](CN(C)C(=O)Nc2ccc3c(c2)OCO3)Oc2ccc(NC(=O)NC3CCCCC3)cc2C1=O
→ -4%	-8%	0%	-2	7%	1%	-0.6	?	-2%
Cn1c(CNC(=O)c2ccco2)nnc1SCC(=O)N1CCN(c2ccccc2)CC1
→ -4%	-3%	3%	-6	0%	6%	-0.1	-3%	7%
Cc1cc(C)n2nc(SC(C)C(=O)N(C)C3CCCCC3)nc2n1 (stereo not given)
→ 1%	-28%	4%	-1	-1%	1%	-0.8	5%	4%
CCCOC(=O)c1ccc(Oc2c(-c3ccc(OCC)cc3O)n[nH]c2C)cc1
→ 4%	-19%	-13%	.	-24%	-6%	-3.6	7%	16%
CCCOc1ccc(/C=C/C(=O)N2CCN(C(=O)c3ccco3)CC2)cc1OC
→ -1%	0%	12%	7	4%	4%	-1.5	30%	-8%
CCOC(=O)CSc1nc2ccccc2c(=O)n1Cc1ccco1
→ -4%	-11%	7%	.	13%	13%	1.9	-12%	23%
CC(=O)c1cccc(NC(=O)c2ccc3c(c2)C(=O)N(Cc2cccnc2)C3=O)c1
→ -8%	-30%	-16%	-8	-5%	-12%	0.1	.	11%
COC(=O)CCc1c(C)c(C(=O)c2ccc(F)cc2)c2ccccn12
→ -14%	-3%	-4%	-1	2%	-6%	0.7	11%	-2%
O=C(NC1CCCCC1)C(c1ccc(F)cc1)N(C(=O)c1csnn1)C1CC1 (stereo not given)
→ -9%	0%	-16%	1	6%	-3%	0.1	18%	7%
Cc1nc2cc(C(=O)NCc3cccnc3)ccc2n1-c1ccc(F)cc1F
→ -14%	0%	-4%	-6	-5%	3%	-2.4	15%	-7%
Cn1c(C(=O)N2CCCC(C(=O)O)C2)cc2sccc21 (stereo not given)
→ -1%	2%	13%	-7	-6%	12%	0.1	12%	-3%
CC(C)(C)c1ccc(-n2ncc3c2CCCC3NC(=O)CCn2cncn2)cc1 (stereo not given)
→ -1%	7%	-4%	0	2%	28%	-1.1	14%	-6%
CCCc1cc(=O)n2[nH]c(NCc3c(F)cccc3Cl)nc2n1
→ 1%	-14%[57.1 µM]	4%	7	2%	20%&2%	-0.1	-5%&-15%	0%
CCOCCCNCC(O)c1ccccc1 (stereo not given)
→ -10%	5%	3%	-1	1%	13%	-0.6	.	-3%
O=C(COc1ccccc1)NCc1cccs1
→ -7%	5%	15%	4	0%	-2%	1.6	14%	2%
CC1C(=O)N(Cc2cn(CC3CCCCC3)nn2)CCS(=O)(=O)N1Cc1ccc(-c2ccc(Cl)cc2)cc1 (stereo not given)
→ -5%	-8%	-15%	21	?	11%	-4.1	?	-4%
CCCC(=O)NC(c1ccc(Cl)cc1Cl)c1ccc2cccnc2c1O (stereo not given)
→ 6%	-9%[57.1 µM]	-13%	5	?	?	1.0	28%	3%
CC(C)(C)c1ccc(C(=O)N2CCC2(C)C(=O)NS(=O)(=O)c2ccc(C#N)cc2)cc1 (stereo not given)
→ -9%	10%	-2%	-2	-25%	-20%	0.7	-28%	2%
CCn1c(CNc2ccc(F)cc2)nnc1SCC#N
→ -14%	-14%	14%	-2	-6%	10%	-1.8	6%	-5%
CCN(CC)Cc1c(CC(C)C)oc(C)c1C(=O)O
→ -2%	6%	0%	.	8%	11%	-0.4	6%	-11%
COc1ccc2cc(C(N)=O)/c(=N/NC(=O)c3ccco3)oc2c1
→ -3%	-6%	-13%	-8	-2%	-13%	1.3	.	-8%
C=CCNC(=S)Nc1ccccc1
→ -7%	-2%	3%	.	-3%	4%	0.5	-20%	6%
C=C(C)CSc1nnc(CCNC(=O)OC(C)(C)C)o1
→ -11%	2%	3%	.	5%	-5%	-1.1	29%	2%
COC(=O)CC1COc2ccccc2N1S(=O)(=O)c1ccc(OC)cc1 (stereo not given)
→ 23%	1%	-2%	-4	-1%	-1%	-3.3	12%	7%
COc1cc(/C=N/NC(=O)c2nc(C)cc(C)n2)ccc1O
→ -10%	4%	7%	-2	-7%	-9%	-0.2	-3%	11%
O=C(CCc1nc(-c2ccccc2F)no1)NC1CCCCCC1
→ 0%	5%	9%	-3	-9%	-4%	0.4	1%	-3%
Cn1c(N)c(C(=O)COC(=O)CNS(=O)(=O)c2ccc(Cl)c(Cl)c2)c(=O)n(C)c1=O
→ -4%	-8%	5%	-6	0%	15%	0.6	-1%	8%
CNC(=O)c1cc2c(cn1)[nH]c1ccccc12
→ 0%	11%	-10%	3	-10%&7%&7%	-17%	-0.4	-23%	-11%
COc1ccc(S(=O)(=O)Nc2ccccc2C)cc1C(=O)N1CCOCC1
→ -10%	4%	-25%	0	-10%	-9%	7.8	-1%	-14%
CCCC(=O)Nc1c(O)c2ccccc2[nH]c1=O
→ -5%	-8%	-2%	-1	14%	9%	-1.5	4%	-4%
COc1ccccc1Nc1nnc(SC(C)C(=O)NC2CC2)s1 (stereo not given)
→ -3%	-2%	2%	-6	-3%	-4%	0.0	1%	-9%

Profiles, looked up by structure.
Profile of C=CCNC(=S)Nc1ccccc1 → PLK1 PBD block: -7%; WRN helicase inh: -2%; EPAC1 antagonist: 3%; PI5P4Ka inh: .; aSyn yeast inh: -3%; Abeta yeast res: 4%; IL2 activator: 0.5; FUS yeast rescue: -20%; EPAC1 agonist: 6%
Profile of CCN(CC)Cc1c(CC(C)C)oc(C)c1C(=O)O → PLK1 PBD block: -2%; WRN helicase inh: 6%; EPAC1 antagonist: 0%; PI5P4Ka inh: .; aSyn yeast inh: 8%; Abeta yeast res: 11%; IL2 activator: -0.4; FUS yeast rescue: 6%; EPAC1 agonist: -11%
